OXTR ag: activates the human oxytocin receptor; CHO-OTR cells, Fluo-8 calcium fluorescence; normalized: DMSO 0%, oxytocin 100%; activation, % at 3 µM; 320,000 tested, 0.32% active;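 active = activation above the mean of all tested compounds plus 3 SD, cutoff set per screening run, cut at about 20% in these data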;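 note: peak over basal fluorescence ratio from a 100 s FLIPR kinetic read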
Target sequence (P30559 whole entry, looked up): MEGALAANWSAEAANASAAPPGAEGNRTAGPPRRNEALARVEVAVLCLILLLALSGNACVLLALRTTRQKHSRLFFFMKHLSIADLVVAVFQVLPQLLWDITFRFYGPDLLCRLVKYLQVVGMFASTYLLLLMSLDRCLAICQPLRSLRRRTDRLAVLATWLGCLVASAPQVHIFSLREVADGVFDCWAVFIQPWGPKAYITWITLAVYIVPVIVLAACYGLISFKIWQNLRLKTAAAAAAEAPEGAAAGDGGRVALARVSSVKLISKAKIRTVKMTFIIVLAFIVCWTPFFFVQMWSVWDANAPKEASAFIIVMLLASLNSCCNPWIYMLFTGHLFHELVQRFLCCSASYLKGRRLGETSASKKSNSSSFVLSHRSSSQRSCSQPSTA
V1aR counter: counter-screen for oxytocin receptor agonists: human V1a receptor agonists | P37288 | CHO-V1R cells, Fluo-8 calcium fluorescence, agonist mode; 0% DMSO, 100% 3 nM vasopressin | activation, % at 3 µM | 320,000 tested, 0.25% active | AID 2797;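 active = activation above the mean activation of all tested compounds plus 3 SD, per screening run, cut at about 20% in these data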;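 note: signal is peak over basal fluorescence ratio across a 100 second FLIPR read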
Target sequence (P37288 whole entry, looked up): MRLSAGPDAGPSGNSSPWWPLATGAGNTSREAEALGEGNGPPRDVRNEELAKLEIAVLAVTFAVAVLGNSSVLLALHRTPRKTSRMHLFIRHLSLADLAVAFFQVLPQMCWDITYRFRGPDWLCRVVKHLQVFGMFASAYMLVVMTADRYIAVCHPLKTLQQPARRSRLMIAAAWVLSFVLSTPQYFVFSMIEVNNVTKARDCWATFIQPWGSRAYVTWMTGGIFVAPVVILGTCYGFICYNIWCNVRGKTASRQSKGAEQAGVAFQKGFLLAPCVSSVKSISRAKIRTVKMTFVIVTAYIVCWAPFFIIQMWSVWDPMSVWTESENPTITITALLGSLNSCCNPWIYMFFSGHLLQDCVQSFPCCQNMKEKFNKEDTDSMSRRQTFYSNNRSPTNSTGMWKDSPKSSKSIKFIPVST
GPR7 antagonist: blocks human GPR7 receptor signaling | GPR7-expressing cells, fluorescence antagonist assay | inhibition, % at 4.4 µM | 290,000 tested, 1.1% active; in the data active = inhibition above about 16%, passing the limit was not always enough;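 note: cells stimulated with the agonist NPW; 0% = agonist with vehicle and 100% = vehicle without agonist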
GalR3 antag: antagonists of human GalR3 | O60755 | HEK293 GalR3-CNG cAMP membrane potential fluorescence; galR3 body fused to GalR1 C-terminus | inhibition, % at 3 µM | 360,000 tested, 0.44% active | AID 651719;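 active = inhibition above the screen-wide average plus 3 SD, cut at about 13% in these data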;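 note: forskolin and galanin both at EC90 stimulate the cells; cAMP rise reported by CNG channel membrane potential dye signal; 0% = forskolin plus galanin with DMSO and 100% = forskolin alone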
Target sequence (O60755 1-299 limits assumed): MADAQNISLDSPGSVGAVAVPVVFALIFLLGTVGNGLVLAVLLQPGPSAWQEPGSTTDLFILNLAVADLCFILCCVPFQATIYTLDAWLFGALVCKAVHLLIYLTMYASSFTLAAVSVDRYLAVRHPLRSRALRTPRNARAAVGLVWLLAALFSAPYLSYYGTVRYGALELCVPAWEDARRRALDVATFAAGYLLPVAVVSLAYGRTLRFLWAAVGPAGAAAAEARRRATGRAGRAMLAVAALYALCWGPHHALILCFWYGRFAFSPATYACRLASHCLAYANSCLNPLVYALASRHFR
M18AAP inhibitor: blocks P. falciparum M18 aspartyl aminopeptidase; recombinant PfM18AAP, H-Glu-NHMec fluorogenic cleavage; inhibition, % at 7.35 µM; 290,000 tested, 1.2% active; AID 1822;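 active = inhibition above the campaign mean inhibition over all tested compounds plus 3 SD, cut at about 28% in these data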;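 note: 0% = plate median of test compound wells and 100% = 2 mM ZnCl2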
MEKK2 WT-MEK5: raises or lowers MEK5 binding to wildtype human MEKK2 PB1 domain. 290,000 tested, 1.1% active. binding response (% of control), % at 10 µM. bead flow cytometry, Alexa488-MEK5 binding to MEKK2 WT; actives lie on both sides. Q9Y2U5; in the data active = binding response below about 67% or above about 130%
MEKK2 mut-MEK5: signal of MEK5 binding to mutant human MEKK2 PB1 domain; bead flow cytometry, Alexa488-MEK5 binding to MEKK2 mutant; percent response, % at 10 µM; 290,000 tested, 0.35% active; AID 1530; in the data active = percent response above about 24%, passing the limit was not always enough; note: inactives centre near 1; some results filed as inactive read as strong as hits
NALP1 inh: inhibitors of NALP1 inflammasome in yeast; inhibition, % at 10 µM; 280,000 tested, 0.61% active; S. cerevisiae NALP1/ASC/caspase-1 growth, X-gal OD620, 72 h; AID 2071; in the data active = inhibition mostly above about 24%, no sharp cut-off; inactive = mostly below about 32%; note: some compounds called inactive have numbers as strong as hits
OXTR potentiator: potentiators of human oxytocin receptor. CHO-OTR cells, Fluo-8 calcium fluorescence, potentiator mode; 0% = oxytocin EC15, 100% = EC100. activation, % at 3 µM. 320,000 tested, 0.061% active. AID 2445;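 active = activation above that plate's cutoff, the mean activation of tested compounds plus 3 SD, cut at about 6.6% in these data, passing the limit was not always enough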;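 note: 100% uses oxytocin at 75 nM as the full agonist control; some results filed as inactive read as strong as hits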
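Assay system: CHO cell line stably expressing human OTR. Reagent: EC15 oxytocin agonist. Dosing: single dose, 3.0 µM nominal final compound concentration. Timing: compound 6 min at room temperature before oxytocin, 100 s read. Signal: kinetic Fluo-8 calcium fluorescence. Controls: oxytocin EC15 low and EC100 high.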
* = called active by the depositor; · = not tested or not shown.

SMILES	OXTR ag	V1aR counter	GPR7 antagonist	GalR3 antag	M18AAP inhibitor	MEKK2 WT-MEK5	MEKK2 mut-MEK5	NALP1 inh	OXTR potentiator
COc1cccc(-c2cc(C(=O)O)[nH]n2)c1	0.3	0.4	14	-3	5	·	·	-12	-13
COc1ccccc1-c1cc(C(=O)Nc2c(C)n(C)n(-c3ccccc3)c2=O)no1	-2.1	0.6	-11	-3	2	97	1	-2	-2
Cc1cccc(C2Nc3ccccc3C(=O)N2CCc2ccccc2)n1 (configuration not stated)	-1.2	0.9	3	-7	-6	92	-5	-2	1
CC1CC2(C)Oc3ccccc3C3OCC1(CO)C(C)C32 (configuration not stated)	1.0	0.2	-18	-1	-1	104	6	19	-7
O=S(=O)(c1cccc(-c2n[nH]c(=S)n2-c2ccccc2Cl)c1)N1CCOCC1	0.5	0.6	·	-8	·	·	·	·	-5
Cc1cc(/C=C(\C#N)C(=O)Nc2ccc(F)cc2)c(C)n1-c1ccc(N2CCOCC2)c([N+](=O)[O-])c1	0.8	0.1	2	-5	5	101	1	10	-7
O=C(O)c1ccc(-n2cc(C(=O)c3ccccc3O)cn2)cc1	3.9	7.1	3	-7	7	100	-3	14	-11
COc1cc(Cl)c(C)cc1NC(C)C(=O)Nc1cc(C(F)(F)F)ccc1N1CCOCC1 (configuration not stated)	-2.1	-0.4	2	-4	3	101	0	35	-3
CCn1c(SCc2ccc(Cl)c(Cl)c2)nnc1C(C)NC(=O)c1ccc(OC)cc1 (configuration not stated)	-1.8	-0.5	-6	3	2	107	11	16	-2
CCCCn1c(SCC(=O)Nc2nccs2)nc2ccccc2c1=O	-1.2	0.1	-5	-5	5	98	-6	18	5
C=CCS/C(N)=N\N=C\c1c(O)ccc2ccccc12	1.0	7.8	-8	-10	9	131	24	-4	-7
COc1cccc2cc(-c3cn4ccc(C)cc4n3)c(=O)oc12	1.2	-0.1	-11	-5	-2	85	-16	·	-1
CC(C)[C@@H](N)C(=O)N/N=C/c1ccc2nccnc2c1	0.6	0.1	-20	2	0	104	0	·	-9
O=C(NNC(=O)c1cc2ccccc2o1)c1ccc(Cl)cc1	-0.4	1.8	-4	-5	0	104	0	·	2
COCCN(CCOC)C(=O)C1CCCN(S(=O)(=O)c2ccc(NC(=O)OC)cc2)C1 (configuration not stated)	0.0	0.8	-9	-3	-2	92	-13	14	-3
O=C(Cc1ccc(Cl)cc1)Nc1ccc(Br)cn1	0.0	-0.7	-4	-14	2	105	3	-2	-13
CC(=O)Nc1cccc(C(=O)/C=C/c2ccc(N(C)C)cc2)c1	195*	132*	29*	0	4	99	1	34	-19
COc1cc(C(=O)Nc2ccccc2C(=O)NCc2cccnc2)cc(OC)c1OC	4.3	2.4	-13	-7	-6	97	-2	-160	-10
C/C(=N\Nc1ccc(S(N)(=O)=O)cc1[N+](=O)[O-])c1cccnc1	-0.7	-0.3	1	-9	2	107	12	12	-15
COCCCNC(=O)c1ccccc1Sc1ccc(NC(C)=O)nc1	1.1	-0.1	3	-3	-1	99	-6	-29	-11

Results in GalR3 antag and OXTR ag (three entries from above):
Molecule	GalR3 antag	OXTR ag
Cc1cccc(C2Nc3ccccc3C(=O)N2CCc2ccccc2)n1 (configuration not stated)	-7	-1.2
CC1CC2(C)Oc3ccccc3C3OCC1(CO)C(C)C32 (configuration not stated)	-1	1.0
O=S(=O)(c1cccc(-c2n[nH]c(=S)n2-c2ccccc2Cl)c1)N1CCOCC1	-8	0.5

(further entries)
SMILES	OXTR ag	V1aR counter	GPR7 antagonist	GalR3 antag	M18AAP inhibitor	MEKK2 WT-MEK5	MEKK2 mut-MEK5	NALP1 inh	OXTR potentiator
CC(=O)c1ccc(OCc2cc(C(=O)N(C)Cc3cc(C)no3)no2)cc1	2.6	3.6	-16	-9	2	105	5	-31	-6
COc1ccc(C(=O)CSc2ccc(-c3ccco3)nn2)cc1	-1.4	-1.8	-3	-10	-26	103	7	28	-7
O=c1c([N+](=O)[O-])c(O)c2ccccc2n1Cc1ccccc1	0.4	-0.3	-15	-12	11	109	5	-4	0
Cn1c(=N)n(CC(O)c2cccs2)c2ccccc21 (configuration not stated)	-0.1	0.6	-4	-4	2	91	-8	-11	-5
O=C(c1cn(-c2ccccc2)nc1-c1cccc(Br)c1)N1CCOCC1	-1.2	0.0	-5	-4	-15	93	-3	-3	-6
CCOC(=O)C1C(=O)CC(C)(O)C(C(=O)OCC)C1c1ccc2c(c1)OCO2 (configuration not stated)	-0.3	-0.3	-10	-4	-2	104	3	·	-1
Cc1cc(C)c2nc(N3C(=O)C(O)=C(C(=O)c4ccco4)C3c3cccc(O)c3)sc2c1 (configuration not stated)	0.5	1.5	·	14*	·	·	·	·	-8
CSc1cccc(NC(=S)N(Cc2ccccc2)Cc2cccnc2)c1	-1.3	0.1	-6	7	8	114	7	-3	-15
COc1ccc(S(=O)(=O)NCC(c2ccc3c(c2)OCO3)N2CCN(c3ccccc3)CC2)cc1 (configuration not stated)	-0.7	-0.4	·	-3	·	·	·	·	1
Cc1c(Cc2ccc3c(c2)OCO3)sc(NC(=O)c2cccc3ccccc23)c1C(N)=O	3.8	3.1	-12	·	27	102	-3	-2	-5
Cc1c(C(C)C)c(=O)n(-c2ccc(S(=O)(=O)NC3CC3)cc2)n1C	2.8	2.3	-2	-7	-4	93	-16	4	-8
Cc1cccc(N2CCN(C(=O)c3ccc(CNc4c(N5CCC(C)CC5)c(=O)c4=O)cc3)CC2)c1C	-0.5	0.1	-24	-1	1	95	-2	-5	-3
CN(CC(=O)NC1CCCCCCC1)S(=O)(=O)c1cnc[nH]1	1.7	3.3	-12	-3	-9	100	1	6	-2
Cc1cccc(OCCCn2c(=O)oc3ccc(C)cc32)c1	-2.4	-1.7	-16	1	-1	99	0	0	-12
COc1ccc(Cl)cc1NC(=O)Nc1ccccc1C(N)=O	2.5	0.7	30*	4	7	95	-2	0	-3
NS(=O)(=O)c1ccc(CCNC(=O)C(=O)NCC2OCCN2S(=O)(=O)c2cccs2)cc1 (configuration not stated)	1.3	1.2	-6	3	-8	98	1	18	-6
Cn1cc(Br)c(C(=O)Nc2ncc(Br)s2)n1	0.4	-0.6	-10	-3	-2	88	-9	19	-7
CNC(=O)c1cccc(N2CCCC2=O)c1	2.0	-0.1	-8	-6	-4	109	4	28	-6
COc1cc2c3c(c1)/C(=C1/SC(NC(C)=O)=NC1=O)C(=O)N3C(C)(C)C=C2C	-1.8	-2.4	-4	-2	-3	98	0	8	1
Cc1cc(NS(=O)(=O)c2ccc(NC(=O)C(CC(C)C)N3C(=O)c4ccccc4C3=O)cc2)nc(C)n1 (configuration not stated)	0.3	0.0	-9	-2	-13	105	8	-16	-2

Marked active in GPR7 antagonist, of those listed so far:
smiles	GPR7 antagonist	GalR3 antag	M18AAP inhibitor	MEKK2 WT-MEK5	MEKK2 mut-MEK5	NALP1 inh	OXTR potentiator
CC(=O)Nc1cccc(C(=O)/C=C/c2ccc(N(C)C)cc2)c1	29*	0	4	99	1	34	-19
COc1ccc(Cl)cc1NC(=O)Nc1ccccc1C(N)=O	30*	4	7	95	-2	0	-3

Other structures.
SMILES	OXTR ag	V1aR counter	GPR7 antagonist	GalR3 antag	M18AAP inhibitor	MEKK2 WT-MEK5	MEKK2 mut-MEK5	NALP1 inh	OXTR potentiator
CCOc1ccccc1/C=N/NC(=O)c1ccc(Cn2cc([N+](=O)[O-])cn2)o1	0.9	2.9	-2	0	8	99	8	24	-13
CCN1CCC(N2CCN(c3ccc(Cl)cc3)CC2)CC1	0.8	0.4	-17	·	4	105	11	12	-2
Cc1nn(-c2ccccc2)c2nc(C(F)(F)F)[nH]c(=O)c12	0.1	2.8	-1	-1	2	97	5	36	-12
CCOC(=O)c1ccc(Nc2ncccc2[N+](=O)[O-])cc1	-1.8	-0.2	-4	2	-10	95	-4	8	-3
COc1ccc(-c2coc3cc(OC4OC(CO)C(O)C(O)C4O)cc(O)c3c2=O)cc1 (configuration not stated)	0.0	0.1	·	1	·	·	·	·	-3
O=C(Nc1cccnc1)c1cc(-c2cccnc2)nc2ccc(Br)cc12	0.2	-0.6	-7	3	-5	102	9	15	1
Cc1cc(NC(=O)CSc2nc3ccccc3c(=O)n2C(C)c2ccccc2)no1 (configuration not stated)	-1.1	0.6	2	-3	-5	93	-2	5	-6
Cc1ccc(SCCNC(=S)Nc2ccc(C)cc2C)cc1	-2.1	-0.2	-13	-4	-1	104	3	16	-18
O=C(NNC1CC(=O)N(c2ccc(Cl)cc2)C1=O)c1ccccn1 (configuration not stated)	1.1	2.1	4	-2	4	96	-56	19	-3
O=C(NCCCO)c1ccc2nc(-c3ccco3)c(-c3ccco3)nc2c1	·	·	-5	1	29*	94	-3	12	·
Cc1nc(CNC(=O)CC2C(=O)NCCN2Cc2ccoc2)nc2c1CCCC2 (configuration not stated)	0.8	-0.1	5	-6	9	101	1	·	-7
NNc1ccc(Cl)nn1	-0.3	0.2	-10	-2	29*	79	-13	18	-4
O=c1[nH]cnc2cc(-c3ccc(Br)cc3)sc12	0.8	1.9	-9	-7	14	94	-3	13	-7
c1ccc2c(CSc3ncnc4nc[nH]c34)cccc2c1	6.4	10	-3	-5	-6	101	-1	-1	-13
CCOC(=O)Cc1csc(NC(=O)CSc2nncn2C)n1	0.7	1.2	-9	-5	-2	96	0	-99	3
Cc1nnc(SCC(=O)N(CC(C)C)C2CCS(=O)(=O)C2)s1 (configuration not stated)	-0.4	0.3	·	1	·	·	·	·	-2
CCN(CC)C(=O)c1ccccc1NS(=O)(=O)c1ccc(C)cc1	-1.3	-0.6	3	-8	2	97	-1	10	-8
O=C(Nc1cc(N2CCOCC2)ncn1)NC1(C(F)(F)F)Oc2ccccc2O1	0.9	0.0	-4	3	76*	102	1	1	-1
CCOC(=O)C1=C(C)NC(C)=C(C(=O)OCC)C1c1cccs1	-2.5	-0.6	-18	-12	14	96	0	8	-5
COc1cc(OC)c(OC)cc1CN1CCN(Cc2cccc(F)c2)CC1	-0.1	0.1	-18	-1	2	109	10	7	-8
NC(=O)C1CCN(c2nc(-c3ccccc3)nc3c2oc2ccccc23)CC1	·	·	-6	-4	2	97	-2	-14	·
Cc1cc(Oc2ccc(C#N)cc2)nc(NCc2ccccc2)n1	3.0	3.5	-4	-3	-3	105	1	13	-13
O=C(Nc1ccc(Nc2ccccc2)cc1)c1cc([N+](=O)[O-])ccc1Cl	1.3	1.3	4	-12	-1	112	12	10	-1
CC(=O)c1c(C)[nH]c(C(=O)OCC(=O)Nc2ccc3[nH]c(=O)[nH]c3c2)c1C	1.0	-0.2	·	-3	·	·	·	·	0
Cc1c(NC(=O)C2CCN(S(=O)(=O)c3ccc(Cl)cc3)CC2)c(=O)n(-c2ccccc2)n1C	0.2	0.4	-13	-7	0	109	8	4	1
Cc1cc(OCC(=O)NCC(O)c2ccccc2)c2c(C)c(C)c(=O)oc2c1 (configuration not stated)	0.4	0.1	3	0	2	100	1	27	-11
CCc1nn(C)c(-c2n[nH]c(=S)n2N)c1Cl	-0.7	-0.2	0	-2	8	105	7	9	-26
C=CCn1c(SCC)nc2sc3c(c2c1=O)CCc1ccccc1-3	-0.2	0.3	-2	-3	4	101	3	5	-2
CCOc1ccc2nc(NS(=O)(=O)c3ccc4c(c3)n(C)c(=O)n4C)sc2c1	1.2	3.1	-6	0	15	·	·	-4	-11
Cc1cc(-n2c(C)cc(C(=O)CSc3nnnn3-c3ccccc3)c2C)no1	0.9	1.3	-2	-2	-5	99	0	-3	-10
